Screens: PubChem, Broad Institute
Xi reactivation: X-chromosome reactivation activator | 360,000 compounds, 0.055% hits | activation, % at 7.58 µM | XiGFP mouse fibroblasts, % GFP-positive cells imaging, 3 d; cells co-treated with 5-aza-dC sensitizer; scaled so ellipticine positive control = 100%;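 active = mean normalized replicate activation at least 10% and every replicate at or above 10%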;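 also: 0% = median of on-plate neutral control wells and 100% = ellipticine 6 µM median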
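System: XiGFP fibroblasts, SV40-immortalized. Medium: DMEM plus 5-aza-dC sensitizer. Doses: single point. Timing: 3 d treatment, 15 min room-temperature fixation. Control set: ellipticine 6 µM.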
S100A4 inh HTS: S100A4-myosin IIA interaction inhibition. P26447. S100A4/TAMRA-MyoIIA peptide fluorescence polarization. inhibition, % at 10.7 µM. 360,000 compounds, 0.14% hits;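 active = mean inhibition of at least 70% across replicates, with every replicate also reaching that level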
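Assay system: human S100A4 monomer with TAMRA-labelled myosin IIA peptide / Buffer or medium: Calcium-containing HEPES buffer, pH 7.2 / Reagent: TAMRA-labelled myosin IIA heavy-chain peptide probe, 5 nM / Compound: one dose per compound / Timing: polarization read 5 min after assay mix addition, stable 5–60 min / Benchmarks: neutral control DMSO, positive control TFP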
esBAF inh: blocks esBAF chromatin remodeling in mouse ES cells; Bmi1-luciferase knock-in reporter, 24 h; 100% = twice the neutral-well signal; reporter increase, % at 12.5 µM; 350,000 compounds, 2% hits; in the data active = activation above about 40%;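 also: 0% = median of the plate's neutral control wells and 100% = double that signal; a rise in the Bmi1 reporter signal indicates esBAF inhibition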
FN deposit inh: fibronectin deposition inhibition. 350,000 compounds, 0.086% hits. inhibition, % at 12.6 µM. AH1F fibroblasts, Alexa488-fibronectin deposition fluorescence, overnight;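 active = mean inhibition across replicates of 30% or more, regardless of how many single replicates reach that level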;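 also: positive control wells lacked labelled fibronectin entirely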
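Material – AH1F fibroblast monolayer, labelled fibronectin deposition · Reagent – labelled fibronectin 24 nM · Timing – 1 h adhesion, overnight exposure · Measured by – fluorescence at 485 nm excitation, 525 nm emission · Read-out – inhibition of fibronectin deposition signal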
RAD52 anneal inh: RAD52 (human) annealing inhibition | recombinant RAD52 DNA annealing, FRET fluorescence | 360,000 compounds, 0.46% hits | AID 651710 | P43351 | inhibition, % at 18.7 µM;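 active = every replicate showing at least 50% inhibition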
Target sequence (P43351 whole entry, looked up): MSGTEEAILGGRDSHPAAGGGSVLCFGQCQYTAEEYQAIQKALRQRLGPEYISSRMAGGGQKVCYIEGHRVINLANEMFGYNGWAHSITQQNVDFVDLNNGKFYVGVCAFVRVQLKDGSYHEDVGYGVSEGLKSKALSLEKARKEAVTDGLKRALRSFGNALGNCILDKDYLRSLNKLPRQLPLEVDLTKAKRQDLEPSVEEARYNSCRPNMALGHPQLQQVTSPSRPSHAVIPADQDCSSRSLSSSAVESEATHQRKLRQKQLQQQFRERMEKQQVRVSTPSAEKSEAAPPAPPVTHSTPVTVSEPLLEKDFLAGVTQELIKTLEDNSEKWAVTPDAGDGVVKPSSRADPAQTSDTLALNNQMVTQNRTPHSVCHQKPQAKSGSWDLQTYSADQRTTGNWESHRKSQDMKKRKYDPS
E-sel inducer: induces E-selectin expression in human endothelial cells; activation, % at 7.58 µM; P16581; 260,000 compounds, 0.37% hits; HUVEC E-selectin immunofluorescence imaging; normalized: neutral wells 0, TNF-alpha wells 100; AID 686992;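 active = mean E-selectin-positive cell signal at least 10% of the positive control, reached in at least 60% of replicates, without over 20% cell loss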;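 also: in these data hits start at about 27%; measured in HUVEC primary endothelial cells; signal is the percent of cells scored E-selectin positive by PE staining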
Target sequence (P16581 whole entry, looked up): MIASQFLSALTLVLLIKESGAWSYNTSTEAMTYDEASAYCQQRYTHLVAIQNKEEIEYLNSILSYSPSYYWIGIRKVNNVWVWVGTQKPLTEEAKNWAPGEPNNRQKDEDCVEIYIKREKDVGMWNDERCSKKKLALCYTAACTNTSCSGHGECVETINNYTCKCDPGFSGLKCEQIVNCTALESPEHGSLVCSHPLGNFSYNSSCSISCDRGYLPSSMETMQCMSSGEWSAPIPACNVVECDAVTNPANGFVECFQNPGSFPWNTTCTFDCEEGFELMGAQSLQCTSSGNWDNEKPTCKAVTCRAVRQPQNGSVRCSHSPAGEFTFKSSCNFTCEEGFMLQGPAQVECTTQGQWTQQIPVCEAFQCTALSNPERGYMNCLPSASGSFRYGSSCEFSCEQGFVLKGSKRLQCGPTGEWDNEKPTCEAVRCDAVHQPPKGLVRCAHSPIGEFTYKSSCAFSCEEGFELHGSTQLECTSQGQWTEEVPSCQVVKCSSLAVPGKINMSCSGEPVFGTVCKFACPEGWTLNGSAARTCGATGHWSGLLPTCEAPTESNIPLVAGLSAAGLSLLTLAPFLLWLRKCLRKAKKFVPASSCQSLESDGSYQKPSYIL
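System: HUVEC / Compound: single concentration / Signal: immunofluorescence imaging / Read-out: percent E-selectin-positive cells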
RAD54 branch: inhibitors of human RAD54 branch migration. RAD54 Holliday junction branch migration, FAM/BHQ fluorescence. Q92698. AID 602329. inhibition, % at 10.4 µM. 360,000 compounds, 0.14% hits;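 active = mean normalized replicate activity at least 40 and at least half of replicates scoring 40 or more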;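 also: 0% = median of neutral control wells and 100% = median of positive control wells; inhibitors cause a drop in the FAM fluorescence signal; in these data hits start at about 50%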
EWS-Fli block: inhibitors of EWS/Fli oncoprotein transcriptional activity; A673 NR0B1-luciferase reporter, viability-normalised; inhibition, % at 12.6 µM; 350,000 compounds, 0.67% hits; AID 651661;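 active = mean inhibition of at least 50% after viability correction, with every replicate also passing that limit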;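 also: firefly luciferase signal divided by Alamar Blue viability fluorescence both relative to DMSO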
Active calls of the source: *; x = not tested or not shown; & = joins results of further samples.

#	canonical_smiles	Xi reactivation	S100A4 inh HTS	esBAF inh	FN deposit inh	RAD52 anneal inh	E-sel inducer	RAD54 branch	EWS-Fli block
1	COc1ccc(-c2cc(C(=O)NCC3CCCO3)c3ccccc3n2)c(OC)c1 (stereo not given)	0.2	0.5	-1.2	10.0	-11.2	x	8.3	-1.6
2	COc1ccc2[nH]c3c(c2c1)CCN1C(=O)C(CC(=O)NCc2ccc(OC)c(OC)c2)C[C@H](C(=O)N2CCOCC2)[C@@]31CCC1CCCC1 (stereo not given in full)	0.0	-3.9	7.8	-9.4	-13.2	-0.4	-11.2	-1.0
3	COc1ccccc1-c1cccc(-c2nc(C(=O)N3CCCCC3)cc3c2[C@H](CCO)N([S@@](=O)C(C)(C)C)C3)c1	0.0	-44.4	-2.5	-7.0	-27.5	0.0	1.2	0.3
4	NC1(C(=O)O)CC1	-0.1	3.4	-7.1	2.8	-10.1	1.4	5.8	8.4
5	Cc1ccc(NC(=O)CN2CCC(NC(=O)C3CCCCC3)CC2)c(Br)c1	0.2	0.9	x	0.7	-7.8	0.1	x	-19.9
6	Cc1cc(C(=O)N(C)Cc2ccc(Br)cc2)no1	x	-5.5	1.1	-0.4	-6.9	x	4.2	x
7	CN1c2ccc(-c3ccccc3F)cc2[C@@H]2[C@@H](CCN2S(=O)(=O)c2ccc(F)cc2)[C@H]1CO	-0.1	3.9	2.7	4.6	-6.2	0.3	5.8	-1.1
8	NC(=O)CSc1ncc(-c2ccc([N+](=O)[O-])cc2)[nH]1	0.2	12.2	x	x	-20.7	x	x	-6.0
9	O=C(NCc1ccc(F)cc1)[C@@H]1[C@@H](CO)[C@@H]2Cn3c(cccc3=O)[C@H]1N2C(=O)c1cnccn1	0.2	-14.5	-2.0	x	-2.1	0.0	11.5	-2.0
10	CNC(=O)/C(C#N)=C/c1ccc(OCCOc2ccccc2)cc1	0.0	28.8	17.2	11.8	-0.7	x	-10.4	-63.6

New compounds follow.
#	canonical_smiles	Xi reactivation	S100A4 inh HTS	esBAF inh	FN deposit inh	RAD52 anneal inh	E-sel inducer	RAD54 branch	EWS-Fli block
11	Cc1nnsc1S(=O)c1ccc(Cl)c(Cl)c1 (stereo not given)	0.1	-1.3	8.7	-15.7	-7.9	-0.1	-2.4	15.3
12	CC(=O)Nc1ccc(N=C(C2=C(O)c3ccccc3C2=O)c2ccccc2)cc1	0.0	-12.0	x	x	-7.5	x	x	-34.9
13	C[C@H](CO)N1C[C@H](C)[C@@H](CN(C)C(=O)C2CCOCC2)Oc2ncc(C#CC3(O)CCCC3)cc2C1=O	-0.9	8.0	-3.5	x	10.3	0.0	0.8	-7.2
14	Nc1c(-c2n[nH]c(=S)n2-c2ccc(Cl)cc2Cl)cnn1-c1ccccc1	0.0	0.2	x	-0.6	-8.5	0.6	8.6	10.1
15	COc1ccc(CN(C)C(=O)COc2cccc(-n3cnnn3)c2)cc1OC	0.0	-1.2	-7.7	5.9	10.0	0.2	-0.2	-9.9
16	Cc1onc(-c2ccc(Cl)cc2)c1-c1ccnc(SCC(=O)Nc2cc(Cl)cc(Cl)c2)n1	0.0	-3.8	x	2.8	-8.0	x	x	14.1
17	Cc1cccc(C(=O)OC2CCCN(C)C2)c1C (stereo not given)	0.1	-1.4	-0.4	1.2	5.2	0.1	-0.3	10.7
18	COCCCn1c(=O)c2ccccc2n(CC(=O)NC2CCCC2)c1=O	0.2	4.8	-0.5	0.4	-2.6	0.0	12.1	0.6
19	COC(=O)[C@]12C[C@H](CC(=O)N3CCC(c4ccccc4)CC3)C(=O)N(Cc3ccccc3)C1=C[C@H](C(C)(C)C)O[C@@H]2C	0.0	2.4	x	6.3	-7.6	-0.2	x	6.6
20	COc1ccc(CCN2C(=O)CC(C(N)=O)SC2=Nc2ccccc2)cc1 (stereo not given)	0.0	0.4	-6.9	-10.3	-10.5	-0.2	-10.5	8.5

The list goes on:
#	canonical_smiles	Xi reactivation	S100A4 inh HTS	esBAF inh	FN deposit inh	RAD52 anneal inh	E-sel inducer	RAD54 branch	EWS-Fli block
21	C[C@@H]1CN([C@H](C)CO)C(=O)c2cc(NC(=O)NC3CCCCC3)ccc2O[C@@H](C)CCCCO[C@H]1CN(C)C(=O)C1CCCCC1	0.0	15.5	0.3	-1.4	-3.8	x	2.3	9.6
22	O=C(NNC(=S)NC(=O)c1ccc(F)cc1)c1ccncc1	0.2	-3.6	x	-4.8	0.5	0.1	x	6.4
23	COc1ccccc1NC(=O)c1ccc(N2CC3CC(C2)c2cccc(=O)n2C3)c(NC(=O)c2cccnc2)c1 (stereo not given)	0.2	-3.3	-0.8	-16.0	-0.1	x	-11.1	x
24	Cn1cnnc1SCc1ccc(C(=O)NN)cc1	0.0	0.1	-4.8	4.1	-21.2	x	-4.9	13.3
25	CC(C)C(=O)Nc1ncc(Cc2ccc(Cl)cc2)s1	0.0	-5.2	x	3.1	-19.5	x	x	-17.0
26	CNC(=O)c1ccc(NC(=O)c2cccc(C(F)(F)F)c2)cc1	0.0	3.0	2.3	-5.8	1.4	x	-1.6	-3.8
27	CO[C@H]1CN(C)C(=O)c2cc(NS(=O)(=O)c3ccccc3)ccc2OC[C@H](C)N(Cc2cccnc2)C[C@@H]1C	1.1	3.7	0.1	-3.7	3.3	0.1	7.5	-1.0
28	Cc1cc(C(=O)NCCN2CCOCC2)c2ccccc2n1	0.5	8.4	-3.3	4.7	-18.1	0.3	4.6	4.5
29	Cc1cc(C)cc(N(CC(=O)NCC2CCCO2)S(=O)(=O)c2c(C)noc2C)c1 (stereo not given)	-0.2	-4.8	-5.0	1.1	-5.2	x	0.2	-2.2
30	Cc1nnc2ccc(N3CCN(c4cccc(C(F)(F)F)c4)CC3)nn12	0.1	12.6	8.5	1.4	2.4	0.7	6.0	3.1

(next part)
#	canonical_smiles	Xi reactivation	S100A4 inh HTS	esBAF inh	FN deposit inh	RAD52 anneal inh	E-sel inducer	RAD54 branch	EWS-Fli block
31	COCC#Cc1cnc2c(c1)C(=O)N([C@H](C)CO)C[C@@H](C)[C@@H](CN(C)S(=O)(=O)c1ccccc1)O2	0.6	-13.6	-4.4	0.2	19.4	-0.5	7.0	-9.4
32	COc1cccc(Cn2cnc(-c3ccccc3OC)c2-c2cc(C)cc(C)c2)c1	-0.1	-0.9	x	2.4	-11.9	0.1	x	14.8
33	CC/C(=C(\c1ccc(O)cc1)c1ccc(OCCN(C)C)cc1)c1ccccc1	0.0	-11.8&11.2	-14.2	-0.2&-4.6	13.1	-0.4	12.5	20.5
34	N#CCC(=O)Nc1ccc(C(=O)OCC(=O)c2c[nH]c3ccccc23)cc1	0.8	-3.7	24.1	1.4	-9.8	0.1	10.7	-11.8
35	CN1C(=O)C(CC(=O)Nc2ccccc2)S/C1=N/c1nccs1 (stereo not given)	0.2	20.4	x	x	-11.0	x	x	-4.0
36	CN(C(=O)COc1ccc(C(C)(C)C)cc1)C1CCS(=O)(=O)C1 (stereo not given)	x	-2.9	-1.3	x	-18.6	x	9.5	-8.9
37	CC(=O)NC1CCC(=O)C=C1c1ccccc1 (stereo not given)	0.0	3.9	x	0.7	-1.2	-0.1	x	-0.8
38	CCCCc1ccc(NC(=S)NCC2CCCO2)cc1 (stereo not given)	-0.1	0.9	-2.3	-5.8	25.9	-0.2	-9.8	-12.3
39	O=C(O)c1ccccc1-c1ccccc1C(=O)NCCc1ccccc1	0.0	0.1	-0.6	13.8	-1.2	x	4.4	16.2
40	C=CC[C@H](CC(=O)NCCO)C(=O)N[C@H](COC(=O)[C@@H](CC=C)CC(=O)OC(C)(C)C)Cc1c[nH]c2ccccc12	0.0	-2.7	8.9	10.6	-12.1	-0.1	0.3	-11.6

Going on with the list.
#	canonical_smiles	Xi reactivation	S100A4 inh HTS	esBAF inh	FN deposit inh	RAD52 anneal inh	E-sel inducer	RAD54 branch	EWS-Fli block
41	CSCCC(NS(=O)(=O)c1ccccc1F)C(=O)Nc1ccncc1 (stereo not given)	0.1	-0.3	0.5	2.7	-9.6	-2.0	6.3	-2.8
42	Cc1cccc(C(=O)N2CCc3ccccc3C2)c1[N+](=O)[O-]	0.2	8.5	x	-0.2	-10.0	x	x	2.7
43	COc1ccc(/C=C/c2nnc(NC(=O)COc3ccccc3)s2)cc1	0.2	0.3	7.3	-4.7	-5.2	0.2	4.8	30.9
44	Cc1ccc(-c2nn(-c3ccccc3)cc2C(=O)NCCCN2CCCC2=O)cc1	-0.1	-7.9	7.6	5.4	-2.3	x	-2.7	-5.2
45	COc1ccc(N(CN2C(=O)c3ccccc3C2=O)C(=O)COc2ccc(Cl)cc2Cl)cc1	0.0	11.8	2.2	-9.7	-16.8	x	-2.1	8.0
46	Cc1ccc(/C=N/NC(=O)Cn2cnc3ccccc32)cc1	0.0	-2.0	-3.3	9.4	-12.1	3.6	18.4	7.0
47	C[C@H](CO)N1C[C@H](C)[C@H](CN(C)Cc2ccc(Cl)c(Cl)c2)Oc2ccc(NC(=O)CCC(F)(F)F)cc2CC1=O	0.2	0.3	-2.8	x	10.8	-9.6	0.8	2.3
48	Cc1ccc(C)c(NC(=O)C2C3C=CC(O3)C2C(=O)O)c1 (stereo not given)	0.0	-11.4	-0.6	3.7	-17.2	x	-1.4	5.0
49	COc1ccc(S(=O)(=O)N(C)C[C@H]2Oc3c(NS(=O)(=O)c4ccc(F)cc4)cccc3C(=O)N([C@H](C)CO)C[C@H]2C)cc1	0.0	x	0.8	x	x	12.9	-12.6	-7.6
50	COc1cccc(NC(=O)N[C@H]2CC[C@@H](CC(=O)NCc3ccncn3)O[C@H]2CO)c1	0.1	6.2	-1.6	-4.7	2.7	-0.1	10.4	6.6

Further results follow.
#	canonical_smiles	Xi reactivation	S100A4 inh HTS	esBAF inh	FN deposit inh	RAD52 anneal inh	E-sel inducer	RAD54 branch	EWS-Fli block
51	CCc1ccc([C@H]2C(C(=O)O)=C[C@@H](CC)N2S(=O)(=O)c2ccc(C)cc2)cc1	0.1	8.2	7.6	x	-17.2	-0.1	1.5	-6.8
52	CN(C)S(=O)(=O)c1ccc(Cl)c(NC(=O)CN2CCCCCC2)c1	0.2	-5.4	x	0.6	-11.3	-2.3	x	-54.0
53	CNC(=O)C[C@H]1CC[C@@H]2[C@H](COC[C@@H](O)CN2Cc2ccncc2)O1	0.2	-34.8	-3.2	-1.2	4.8	0.1	3.9	0.5
54	N#CCCN1CCN(C(=S)c2ccc(-c3ccc(Cl)cc3)o2)CC1	x	-2.8	16.7	x	-18.0	x	-8.3	x
55	C[C@H](CO)N1C[C@H](C)[C@@H](CN(C)C(=O)Nc2ccccc2)Oc2ccc(NS(=O)(=O)c3cn(C)cn3)cc2C1=O	-0.6&0.1	-1.5&0.4	-2.0&4.1	-4.9	-9.1&-5.4	1.2&0.0	1.7&-3.2	-0.1&3.4
56	O=S(=O)(c1ccc2ccccc2c1)N1CCN(Cc2ccc(OCCO)cc2)CC1	x	2.6	x	x	-8.5	x	5.9	-9.0
57	N#CCCN(CCC#N)C(=S)NC1CC2C=CC1C2 (stereo not given)	0.2	3.4	1.0	-1.3	-11.1	2.7	x	7.4
58	CO[C@@H]1CN(C)C(=O)c2ccc(NC(=O)C3CCCC3)cc2OC[C@H](C)N(C)C[C@@H]1C	0.3	-28.6	-7.7	2.7	5.2	0.3	-12.7	-10.5
